KLF5 inh: KLF5 expression inhibitors, primary screen, DLD-1 cells, luminescence; inhibition, % at 5 µM; AID 1700, 2009; hit rate 0.23% among 290,000; DLD-1 KLF5 promoter-luciferase reporter;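 active means inhibition above a per-plate limit of that plate's mean compound inhibition plus 3 SD, cut at about 60% in these data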;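 further: 0% = DMSO wells and 100% = LY294002 at 200 µM; higher means less KLF5 promoter-driven luciferase light; inactives centre near -14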
SKKanGAS inh: S. pyogenes SKKanGAS growth inhibitors in kanamycin, primary screen, streptokinase expression inhibitor project, SKKanGAS strain, BacTiter-Glo luminescence; hit rate 1.3% among 300,000; 6 h; inhibition, % at 7.5 µM;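 active means mean replicate score, as percent of positive control median, at least 50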;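 further: strain carries kanamycin resistance gene driven by streptokinase promoter and grows in 40 µg/ml kanamycin; loss of luminescence reflects streptokinase promoter inhibition or plain growth inhibition; 0% = median of DMSO wells and 100% = positive control at its reference dose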
IEC-6 tox: cytotoxicity in IEC-6 intestinal epithelial cells, primary screen, cytotoxicity control for KLF5 inhibitor project, cell-based, luminescence. IEC-6 cytotoxicity, luminescence viability. inhibition, % at 5 µM. hit rate 0.78% among 290,000. AID 1825, 2009; in the data active means inhibition above about 22%;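 further: 0% = plate median of test compound wells and 100% = cytotoxic reference compound wells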
Platelet DG rel: inhibitors of platelet dense granule secretion, primary screen, cell-based, MLPCN, human platelets. human platelet-rich plasma, SFLLRN dense granule ATP release, luminescence. hit rate 0.22% among 300,000. inhibition, %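 (compounds screened at 7.5 µM in platelet-rich plasma)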;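 active means mean replicate score, as percent of positive control, at or above 50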
HSF1 inhib: HSF1 inhibitors in luciferase reporter cells, primary screen, cell-based, NIH3T3, luminescence | hit rate 0.77% among 300,000 | activity change, negative = inhibition, % at 7.5 µM (by protocol) | AID 2098, 2009 | NIH3T3-HGL HSE-luciferase, MG132-induced, luminescence 8 h; hits give low values;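 active means more than half of replicate wells show activity change below -50%, luminescence cut by over half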;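 further: luciferase reports HSF-1 transcriptional activity via heat shock element; 0% = median of DMSO wells and -100% = zero luminescence signal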
aSyn 5UTR inh: MLPCN primary screen, SNCA 5' untranslated region; alpha-synuclein 5'UTR reporter, inhibitor activity; inhibition, % (tested at 7.5 µM); hit rate 0.82% among 300,000; AID 1813, 2009; in the data active means inhibition above about 60%;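 further: H4 neuroglioblastoma cells stably carrying SNCA 5'UTR luciferase fusion; 0% = DMSO wells and 100% = positive control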
HSP90 inh: HSP90 inhibitors, primary screen, cell lysate, luminescence | AID 1789, 2009 | inhibition, % at 5.6 µM | Rabbit reticulocyte lysate, luciferase refolding luminescence, 3 h | hit rate 0.91% among 290,000 | Heat shock protein HSP 90 (rabbit reticulocyte lysate; luciferase refolding);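 active means inhibition above the screen-wide mean plus 3 SD, computed separately per campaign, cut at about 16% in these data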;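 further: 0% = DMSO wells and 100% = 60 µM geldanamycin wells; inhibitors lower the luminescence because luciferase stays unfolded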
HIF act: HIF pathway transcriptional activators, primary screen, cell-based, U2OS HRE-luciferase, luminescence | U2OS HRE-luciferase reporter; normalized: DMSO 0%, desferrioxamine 100% | activation, % at 7.5 µM (by protocol) | hit rate 0.32% among 300,000 | AID 1910, 2009;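 active means mean activation of at least 10% of the iron chelator positive control signal, with at least half of replicates also reaching 10%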
AI-2 QS modul: Vibrio harveyi AI-2 quorum sensing modulators, primary screen, JMH597 strain, luminescence/OD600 ratio. activity change, % at 7.5 µM. hit rate 0.4% among 300,000. Vibrio harveyi JMH597 AI-2 luminescence/OD600 ratio, 9 h; hits give low values; strain lacks LuxN and CqsS sensors; 0 = neutral-control median; in the data active means activity change below about -75%, passing the limit was not always enough;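 further: luminescence divided by OD600 gain over 9 h not by final OD600 alone; inactives centre near 13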
HSF1 activator: HSF-1 activators, primary screen, NIH3T3-HGL cells, MG132 stress, luminescence, single point; NIH3T3-HGL HSF-1 luciferase reporter, 8 h; 100% = twice DMSO control signal; activation, % at 9 µM; hit rate 1.7% among 300,000;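 active means mean replicate activation of at least 50% with a set share of replicates each reaching 50%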;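 further: 0% = median of the neutral control wells and 100% = twice that signal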
An asterisk follows results filed as active; / = no result given.

SMILES	KLF5 inh	SKKanGAS inh	IEC-6 tox	Platelet DG rel	HSF1 inhib	aSyn 5UTR inh	HSP90 inh	HIF act	AI-2 QS modul	HSF1 activator
O=c1[nH]c(=S)n(-c2cccc(C(F)(F)F)c2)c(O)c1C=NCCN1CCNCC1	-11	-8	-5	8	-4	8	-2	0.4	22	10
CCCOc1cccc(C(=O)NCCCNC(=O)c2ccccn2)c1	-53	-10	1	3	-1	8	0	-0.3	7	-14
CCN(CC)C(=O)CSc1nc2ccccc2c(=O)n1CCC(=O)N1CCN(c2ccccc2)CC1	-23	1	-1	0	3	-14	4	-0.1	17	13
COc1ccc(OC)c(CC(NC(C)=O)C(=O)NC2CCN(S(=O)(=O)c3ccc(NC(C)=O)cc3)CC2)c1 (centres undefined)	-5	3	1	3	0	6	-2	0.2	2	5
COC(=O)Cn1c(=NC(=O)c2cc(-c3cccs3)nc3ccccc23)sc2cc(S(N)(=O)=O)ccc21	19	37	-4	-3	4	-23	1	-0.1	34	8
CCOC(=O)Nc1cc(C(=O)OCC)c(C)nc1C	-13	0	1	23	6	19	27*	-0.1	21	22
COc1ccc(N(CC(=O)NCc2ccccc2C)S(=O)(=O)c2ccccc2[N+](=O)[O-])c(OC)c1	12	-7	3	2	-2	-5	0	-0.4	39	-2
CCCCn1c(N)c(N(CC(C)C)C(=O)c2ccc(S(=O)(=O)N3CCCCC3)cc2)c(=O)[nH]c1=O	/	-1	/	-3	0	8	/	-3.0	5	-11
Fc1ccccc1Nc1nc2ccccc2o1	-49	20	2	58*	19	-42	24*	1.0	13	39
O=C(CCC1CCCN(C(=O)c2ccco2)C1)NCc1ccccc1F (centres undefined)	-28	-5	-1	3	-1	-38	-4	0.5	4	13
Cc1ccccc1OCCCC(=O)Nc1ccc(N2CCOCC2)cc1	6	-1	0	2	6	6	0	0.6	4	8
CC(=O)c1nn(-c2cccc(Br)c2)cc1C(=O)c1cccc2ccccc12	-20	22	2	-8	-2	34	-1	-0.2	12	7
O=C(C(=O)N1CCOCC1)c1cn(CC(=O)N2CCCCC2)c2ccccc12	-15	-14	0	18	1	-5	-1	-0.4	50	-4
O=C(c1ccccc1)N1CCN(CC(O)Cn2ccc3ccccc32)CC1 (centres undefined)	-36	-7	-1	-4	-8	-1	-6	-1.2	-8	15
CCC1(c2ccccc2)NC(=O)N(CC(=O)Nc2ccc3c(c2)OCO3)C1=O (centres undefined)	12	4	-5	7	-17	8	-3	0.6	-93*	-10
COc1ccc(/C=N/Nc2nc3ccccc3[nH]2)cc1OC	-14	3	8	-5	324	-228	5	4.1	26	369*
CC(=O)c1ccc(NC(=O)C2CCC(C)(C(=O)O)C2(C)C)cc1 (centres undefined)	-19	-1	3	2	-16	3	1	0.1	13	-13
Cc1ccc(NC(=O)c2cccc(F)c2)cc1S(=O)(=O)N1CCCCCC1	3	-3	-2	11	-1	17	-2	-1.8	8	27
CC(NC(=O)Nc1ccc2c(c1)OCO2)c1ccncc1 (centres undefined)	10	-2	2	-3	1	-36	2	0.0	0	21
CCCn1c(=O)c(C(=O)Nc2ncccc2C)c(O)c2ccccc21	-22	55*	-2	2	-36	0	-4	0.3	14	-46
CCO[C@@H]1OC(C(=O)NCc2ccccc2)=C[C@H](c2ccc(Br)cc2)[C@H]1CCCO	-13	27	3	-4	-3	29	3	-5.6	7	-2
CC(NC(=O)Nc1ccc(O)cc1)(C(F)(F)F)C(F)(F)F	-15	-24	-2	2	-3	15	7	-0.3	1	31
O=C(NC(=S)Nc1ccccc1N1CCCC1)c1cccc(F)c1	3	-5	4	4	1	9	0	-0.2	23	-1
Cc1ccc(SC(C)C(=O)N2CCN(c3ccccc3)CC2)cc1 (centres undefined)	-17	4	2	0	2	5	-1	0.3	-2	6
O=C1CCCC2=C1C(c1ccc(Br)cc1)c1c([nH]c(=S)[nH]c1=O)N2 (centres undefined)	-28	10	-6	-2	-6	-8	7	0.1	18	0
O=C(NCCNc1ccc([N+](=O)[O-])cc1)c1cccs1	-52	-3	-10	-1	10	-5	-7	-1.5	10	40
CN(C)S(=O)(=O)c1ccc(C(=O)Nc2ccccc2F)cc1	-12	-2	-2	6	1	-12	4	0.4	13	-5
COc1ccc(/C(O)=C2/C(=O)C(=O)N(Cc3cccnc3)C2c2ccco2)cc1OC (centres undefined)	-23	-3	-2	0	9	-18	-1	0.1	17	0
C=CCn1c(=NC(=O)c2cccs2)sc2cc(NC(C)=O)ccc21	-46	-6	-5	4	12	-164	-4	1.0	11	25
Cc1nnc(N2CCCC(C(=O)NCc3cccc(F)c3)C2)c2nn(-c3ccccc3)c(C)c12 (centres undefined)	-17	7	5	8	-5	-32	-1	0.5	18	0
O=C(NNC1=Nc2cccc3cccc1c23)c1ccccc1Br	-8	-18	1	21	2	-11	3	-0.2	19	19
COc1ccc(C2CC(c3ccc(OC)cc3OC(C)=O)=NN2C(=O)c2ccccc2)cc1 (centres undefined)	-23	31	6	-4	7	-9	8	1.0	-5	0
CC(C)NC(=O)NC(=O)COC(=O)CCOc1ccccc1	-49	-7	2	2	0	9	0	-0.7	5	2
O=C(CN1CCN(Cc2ccc(F)cc2)CC1)NCc1ccccc1	-38	0	-7	7	-10	-8	-2	0.5	19	3
CC(C)CCCC(C)CCOC(=O)CN1CCCC1 (centres undefined)	-13	3	-1	-37	-6	-10	-2	0.2	12	0
CC(C)(C)OC(=O)NC(Cc1ccccc1)C(=O)NCCCC(=O)O (centres undefined)	-12	-8	-2	-2	5	3	-3	-0.7	0	33
Cc1ccc(C(C(=O)NCC2CCCO2)N(C(=O)c2snc(C(N)=O)c2N)c2ccc(F)cc2)o1 (centres undefined)	9	-5	1	-4	0	-27	4	-0.4	20	-15
O=C(N/N=C/c1ccccc1)c1c(O)c2ccccc2[nH]c1=O	-19	20	-2	5	-3	-26	-2	1.6	2	-9
COc1ccc(C2=NN(C(=O)CCC(=O)O)C(c3ccccc3F)C2)cc1 (centres undefined)	-16	-3	4	-2	7	3	5	0.9	31	-6
O=C(Nc1c(C(=O)NCc2ccco2)cnn1-c1ccccc1)c1cccc(F)c1	-5	1	-5	0	12	5	1	-0.4	32	8
Cc1cccc(OCCCn2c(CCNC(=O)C(C)C)nc3ccccc32)c1	20	-13	-4	-2	1	0	1	1.6	-10	-3
Cc1ccc(Oc2nccc(-c3ccc(Cl)cc3)n2)cc1	-45	13	2	6	10	-67	-1	1.4	38	19
O=C(N/N=C/c1ccco1)C1CC(=O)N(c2ccccc2)C1 (centres undefined)	-40	1	1	4	-6	13	0	-0.3	13	-5
O=C1CN(C(=O)c2ccccc2F)C(c2ccc(F)cc2)c2cc(Br)ccc2N1 (centres undefined)	-42	-5	-3	8	1	21	-4	0.1	11	10
Cc1cc(NC(=O)CSc2cn(C)c3ccccc23)no1	-25	-5	0	-8	2	9	-2	0.0	22	-9
COC(=O)N/N=C/c1cccs1	-30	-5	-1	-1	-10	-9	-2	0.0	31	5
CN(C)CCN(C(=O)C1CCN(S(=O)(=O)c2cccs2)CC1)c1nc2ccccc2s1	/	0	/	-2	6	-16	/	0.8	7	4
CN1CCN(C(=S)Nc2cccc(S(=O)(=O)N(C)C)c2)CC1	-14	-2	0	1	-3	3	0	-0.1	6	-21

Whole records from above. Order of values: KLF5 inh, SKKanGAS inh, IEC-6 tox, Platelet DG rel, HSF1 inhib, aSyn 5UTR inh, HSP90 inh, HIF act, AI-2 QS modul, HSF1 activator
Record of Cc1ccccc1OCCCC(=O)Nc1ccc(N2CCOCC2)cc1 : 6, -1, 0, 2, 6, 6, 0, 0.6, 4, 8
Record of O=c1[nH]c(=S)n(-c2cccc(C(F)(F)F)c2)c(O)c1C=NCCN1CCNCC1 : -11, -8, -5, 8, -4, 8, -2, 0.4, 22, 10
Record of CCC1(c2ccccc2)NC(=O)N(CC(=O)Nc2ccc3c(c2)OCO3)C1=O (centres undefined) : 12, 4, -5, 7, -17, 8, -3, 0.6, -93*, -10
Record of COc1ccc(N(CC(=O)NCc2ccccc2C)S(=O)(=O)c2ccccc2[N+](=O)[O-])c(OC)c1 : 12, -7, 3, 2, -2, -5, 0, -0.4, 39, -2

Next part:
SMILES	KLF5 inh	SKKanGAS inh	IEC-6 tox	Platelet DG rel	HSF1 inhib	aSyn 5UTR inh	HSP90 inh	HIF act	AI-2 QS modul	HSF1 activator
Cc1ccc(C(=O)N2CCN(c3nc4ccccc4n3C)CC2)cc1	-9	8	3	-5	-4	28	0	-0.2	15	-18
Cc1c(C(=O)Nc2cccc(N(C)S(C)(=O)=O)c2)cccc1[N+](=O)[O-]	-15	-1	4	-3	-4	-9	1	0.3	15	0
Cc1noc(NS(=O)(=O)c2ccc(NC(=O)c3ccc(Br)o3)cc2)c1C	-7	3	1	-1	-9	1	0	0.0	8	-5
O=c1c2ccccc2nc(N2CCN(c3ccccc3)CC2)n1Cc1ccccc1	-10	41	2	17	4	12	2	0.3	15	6
N#Cc1ccc(/C=C/C(=O)c2cccnc2)cc1	-12	10	3	1	18	8	-1	1.7	6	29
COc1ccc(/C=C/C(=O)NC2CCN(Cc3ccccc3)CC2)cc1OC	0	-5	8	-1	1	12	4	1.7	11	-1
CC(C)CC(COCc1cccc(Cl)c1)N1CCN(C(=O)c2cccc(C(F)(F)F)c2)CCC1=O (centres undefined)	-6	15	2	0	1	15	4	-2.3	13	12
COC(=O)c1ccccc1S(=O)(=O)Nc1ccc2cn[nH]c2c1	-15	6	0	1	-4	12	-1	-0.3	11	-4
Nc1nc(-c2ccccc2)[nH]c(=O)c1N	4	3	11	10	-9	-20	7	-0.1	10	-14
O=C(NCCc1ccccc1)C1CCN(C(=O)N2CCOc3ccccc32)CC1	-11	2	6	0	0	-10	2	0.4	0	9
O=C(Nc1ccc(Oc2ccccc2)cc1)c1ccc(Cn2c(=O)[nH]c3ccsc3c2=O)cc1	9	27	-3	-2	3	-4	-1	0.3	-2	33
CC(C)(C)c1ccc(OCc2ccc(C(=O)N3CCOCC3)o2)cc1	-71	1	4	-1	21	-119	13	0.8	14	58*
Cc1cc(C(=O)C(C)OC(=O)c2ccc(NC(=O)CC#N)cc2)c(C)n1-c1ccccc1 (centres undefined)	/	17	/	3	-23	-24	/	-0.2	-9	-30
Cc1ccsc1CNn1cnnc1SCc1ccccc1F	-19	0	-1	-7	6	5	0	-0.4	1	2
COc1ccc(CCNc2c3ccccc3nc3ccccc23)cc1OC	-4	1	0	-8	-1	-10	0	1.4	26	6
Cc1ccc(NC(=O)CC(C)S(=O)(=O)c2ccc3c(c2)NC(=O)CO3)cc1C (centres undefined)	-15	-13	-2	0	-3	6	3	0.0	8	-4
CC(C)CCn1c(SCC(=O)c2ccccc2)nc2c1c(=O)[nH]c(=O)n2C	5	45	3	-2	7	22	1	0.0	14	17
O=C(Nc1ccccc1C(=O)N/N=C/c1ccco1)c1ccccc1	-9	-2	3	38	5	-49	8	-0.7	8	1
CCOCCCNC(=S)N1CCN(c2nc(-c3ccc(F)cc3)cs2)CC1	-14	7	-9	-1	-4	-13	-7	0.2	16	11

From PubChem
